ELG1 DNA repair: qHTS screen for small molecules that inhibit ELG1-dependent DNA repair in human embryonic kidney (HEK293T) cells expressing luciferase-tagged ELG1; HEK293T ELG1-luciferase reporter, luminescence, 16 h; DNA damage induced by 5-fluorouridine; Potency, µM (doses to about 46.1 µM), without a hit: at the highest dose activity change, negative = inhibition, usual class: inhibitors; actives 2.3% (n = 330,000); AID 504467, 2011; also: potency is read from the fitted curve at half-maximal effect; % is scaled to controls: 0 for no effect and ±100 for the full control effect; nearly all actives have a fitted effect of over 55% in size
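In this reporter screen, reduction of luminescence relative to DMSO vehicle indicated activity. Compounds and 5-fluorouridine were added together to 2,000 cells per well, incubated for 16 hr at 37 °C, then developed with ONE-Glo.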
USP2a block: qHTS Assay for Inhibitors of Ubiquitin-specific Protease USP2a Using CHOP2 as the Reporter | Potency, µM (titrated, usually from 38.3 µM), for the others: at the highest dose activity change, negative = inhibition, most hits filed as inhibitors | actives 0.01% (n = 330,000) | USP2 core, Ub-CHOP2 coupled fluorogenic reporter, 485/531;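 also: potency is read from the fitted curve at half-maximal effect; plate controls were DMSO wells for no effect and full inhibition by NEM control for full effect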
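Cell-free coupled assay: 10nM USP2 core preincubated 30min RT with compound in Tris-HCl pH 8.0/CaCl2/CHAPS buffer, then 25nM Ub-CHOP2 and 25nM reporter substrate; fluorescence (Ex 485/Em 531) read after 60min RT, normalized to NEM inhibition, concentration-response curves fitted.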
TCR activator: Activators of T cell receptors: qHTS campaign; primary human leukocytes, anti-CD3, IL-2 HTRF, 48 h; Potency, µM (highest dose often 9.22 µM), for inactives: at the top dose activation of IL-2 secretion, usual class: activators; 330,000 tested, under 10 active; AID 504894, 2011; also: % of control where 0% means no effect
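Primary human leukocytes incubated 48 hr with anti-CD3 beads plus compound, without co-stimulation. Secreted IL-2 measured by HTRF (europium cryptate/d2 anti-IL-2 pair, 320 nm excitation, 665 nm emission).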
TRPV1 agonist: HTS Assay for Compounds that Act as Agonists of the Vanilloid Receptor 1; Transient receptor potential cation channel subfamily V member 1 (Homo sapiens), Q8NER1; TRPV1-expressing cells, Fluo-8 calcium influx, agonist mode; activation, % at 8.33 µM; actives 0.19% (n = 320,000); AID 540275, 2011; in the data active = activation above about 80%; inconclusive = between about 30% and that limit; also: 0% is about no effect
Target sequence (Q8NER1 whole entry, looked up): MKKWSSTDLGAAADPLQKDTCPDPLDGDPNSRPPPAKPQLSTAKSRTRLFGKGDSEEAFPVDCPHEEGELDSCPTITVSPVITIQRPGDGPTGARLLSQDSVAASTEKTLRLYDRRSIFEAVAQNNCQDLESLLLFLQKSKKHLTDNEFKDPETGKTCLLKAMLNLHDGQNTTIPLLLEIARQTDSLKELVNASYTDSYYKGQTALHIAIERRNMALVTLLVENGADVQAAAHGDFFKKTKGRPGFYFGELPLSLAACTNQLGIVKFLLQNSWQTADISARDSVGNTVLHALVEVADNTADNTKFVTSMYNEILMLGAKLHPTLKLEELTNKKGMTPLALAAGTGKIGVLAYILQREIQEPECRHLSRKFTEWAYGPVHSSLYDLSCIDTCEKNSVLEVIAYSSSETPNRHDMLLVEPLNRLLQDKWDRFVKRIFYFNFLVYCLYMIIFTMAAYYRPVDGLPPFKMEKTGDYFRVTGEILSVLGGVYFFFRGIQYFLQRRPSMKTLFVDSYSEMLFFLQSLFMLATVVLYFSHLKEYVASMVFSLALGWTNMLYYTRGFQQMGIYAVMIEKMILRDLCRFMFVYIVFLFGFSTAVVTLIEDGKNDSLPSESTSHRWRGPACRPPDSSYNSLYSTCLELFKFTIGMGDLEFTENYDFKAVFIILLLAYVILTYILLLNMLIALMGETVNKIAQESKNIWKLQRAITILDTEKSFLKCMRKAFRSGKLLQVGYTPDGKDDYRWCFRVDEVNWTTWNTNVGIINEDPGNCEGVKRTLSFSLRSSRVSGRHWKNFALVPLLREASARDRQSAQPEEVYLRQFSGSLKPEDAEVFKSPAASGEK
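Fluo-8 calcium influx in TRPV1-expressing cells, kinetic read (ex 480/em 520 nm). Compound added and read 3 min for agonist activity, followed by capsaicin at EC20 final and 2 min further read for enhancement.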
Eya2 phos inh: qHTS Assay for Inhibitors of the Phosphatase Activity of Eya2; Protein phosphatase EYA2 (Homo sapiens), O00167; recombinant Eya2, OMFP fluorescence dephosphorylation (OMFP is methylfluorescein phosphate); Potency, µM (titrated, usually from 76.9 µM), for the others: at the highest dose activity, negative = inhibition, hits mostly inhibitors; actives 0.006% (n = 330,000); also: potency is read from the fitted curve at half-maximal effect; % is scaled to controls: 0 for no effect and ±100 for the full control effect
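Eya2 (0.2 uM) preincubated 10 min at ambient with compound, then OMFP substrate added at 50 uM; 10 min reaction in 50 mM HEPES pH 7.5, 50 mM NaCl, 5 uM MgCl2, 0.05% BSA, 1 mM DTT. Fluorescence read at Ex 485/Em 525 nm.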
Mito fusion yeast: qHTS Assay for Small Molecule Inhibitors of Mitochondrial Division or Activators of Mitochondrial Fusion. S. cerevisiae fusion-defective mutant growth rescue, CellTiterGlo 48 h. Potency, µM (titrated, usually from 46.1 µM), without a hit: top-dose growth rescue (activation), most hits filed as activators. actives 0.23% (n = 320,000);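 also: potency is read from the fitted curve at half-maximal effect; % of control where 0% means no effect; nearly all actives have a fitted effect of over 45% in size; temperature-sensitive fusion mutants such as fzo1-1 at 37 °C on non-fermentable ethanol glycerol medium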
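Growth-rescue viability read-out: after 48 h at the non-permissive 37C in glycerol/ethanol YPEG, yeast mitochondrial fusion mutants are measured by CellTiterGlo luminescence; compounds (23 nl pinned per well) restoring growth score as division inhibitors or fusion activators.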
KCNH2 WT inh: qHTS for Inhibitors of KCHN2 3.1: Wildtype qHTS. Voltage-gated inwardly rectifying potassium channel KCNH2 (Homo sapiens), Q12809. U2OS, BacMam KCNH2, thallium flux FluxOr; hits give low values. activity change, % at 1.84 µM. actives 0.37% (n = 340,000);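 active = maximum activity change below -70%; inconclusive = maximum activity change between -70% and -50%; inactive = maximum activity change above -50%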; also: % is scaled to controls: 0 for no effect and ±100 for the full control effect
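U2OS cells were transduced with wild-type KCNH2 virus (2.03 x 10^8 / mL) for 4 h at room temperature, then cultured overnight at 37 C. Thallium flux was read with FluxOr dye. Rate constants were normalized to DMSO controls.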
KCNH2 3.1 inh: qHTS for Inhibitors of KCHN2 3.1: Mutant qHTS; activity change, % (tested at about 1.8 µM); Potassium voltage-gated channel subfamily H member 2, brain isoform KCNH2 3.1 (human); actives 0.95% (n = 340,000); AID 720553, 2013; U2OS KCNH2 3.1, thallium flux FluxOr; hits give low values;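 active = maximum activity change below -70%; inconclusive = maximum activity change from -70% to -50%; inactive = maximum activity change above -50%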;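 also: thallium influx rate constant from kinetic fluorescence after stimulation buffer; % is scaled to controls: 0 for no effect and ±100 for the full control effect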
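We transduce U2OS cells with the mutant 3.1 virus, culture them overnight, load FluxOr with Red40 quencher for 45 min, then add stimulation buffer and read kinetically for 2 min to derive a normalized rate constant.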
TSHR antag: Antagonists of the Thyroid Stimulating Hormone Receptor: HTS campaign; TSHR-expressing cells, TSH-stimulated cAMP HTRF, 2 h; hits give low values; activity change, negative = inhibition, % at 11.5 µM; actives 0.2% (n = 330,000);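 active = activity change below a set negative limit, meaning inhibition stronger than a set level, cut at about -70% in these data; inconclusive = activity change between two set negative limits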; also: % is scaled to controls: 0 for no effect and ±100 for the full control effect
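TSHR-expressing cells, 200/well, pre-treated with compound, then stimulated with EC80 TSH (4nM final) for 2 hours at 37 deg C. cAMP measured by competitive HTRF: anti-cAMP cryptate antibody in lysis buffer plus cAMP-d2, read after 30 minutes at room temperature.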
AT treatment: qHTS Assay for Identifying a Potential Treatment of Ataxia-Telangiectasia; […] A-T fibroblasts, KAP-1 phosphorylation AlphaLISA; neocarzinostatin DNA damage 30 min before lysis; Potency, µM (highest dose often 57.5 µM), inactives show top-dose activation, actives largely listed as activators; actives 0.19% (n = 320,000); AID 485349, 2010; also: potency is read from the fitted curve at half-maximal effect; % of control where 0% means no effect; nearly all actives have a fitted effect of over 45% in size
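hTERT-immortalized A-T patient fibroblasts ([…]), 500 cells/well in OPTI-MEM, 1% FBS, got compounds for 60 min, then NCS for 30 min at 37C. Lysates were then assayed for phospho-KAP-1 by AlphaLISA (anti-pKAP1 donor, anti-KAP1 acceptor beads), 6 hr at 25C.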
Starred values were filed as active, the others as inactive; ? = inconclusive; / = not tested or not shown; [ ] = remark or other dose. Unless noted, calls follow the shape of the dose curve; as a rule, active = well fitted curve in the direction sought with a large enough effect; inconclusive = small, poorly fitted or top-dose-only effect, or another doubt; inactive = no such curve, though single readings can be large; an effect the other way counts as inactive or inconclusive. Some of the compounds tested; the hit share may differ from the screen's.

The first 2 records, to show the layout:
SMILES	ELG1 DNA repair	USP2a block	TCR activator	TRPV1 agonist	Eya2 phos inh	Mito fusion yeast	KCNH2 WT inh	KCNH2 3.1 inh	TSHR antag	AT treatment
COc1ccc(OCC(=O)N(Cc2sccc2C)C2CCS(=O)(=O)C2)cc1 (stereo not drawn)	-1%	-2%	1%	2	5%	4%	-19	31	-11	-7%
COc1ccccc1-n1cnnc1SCC(=O)N1CCN(C(=O)c2ccco2)CC1	2%	-1%	-3%	-5	6%	-2%	4	2	1	-7%

The whole of this part, from the first entry:
SMILES	ELG1 DNA repair	USP2a block	TCR activator	TRPV1 agonist	Eya2 phos inh	Mito fusion yeast	KCNH2 WT inh	KCNH2 3.1 inh	TSHR antag	AT treatment
COc1ccc(OCC(=O)N(Cc2sccc2C)C2CCS(=O)(=O)C2)cc1 (stereo not drawn)	-1%	-2%	1%	2	5%	4%	-19	31	-11	-7%
COc1ccccc1-n1cnnc1SCC(=O)N1CCN(C(=O)c2ccco2)CC1	2%	-1%	-3%	-5	6%	-2%	4	2	1	-7%
CCOC(=O)C1(CCCc2ccccc2)CCN(C(=O)c2cc(C)nc(C)n2)CC1	-14%	2%	2%	1	-4%	2%	3	0	0	4%[11.5 µM]
O=C(N/N=C/c1ccncc1)c1cnccn1	10%	-1%	-2%	2	-14%	-1%	2	-14	-1	-3%
Brc1cc(Br)c2nc(-c3ccc(N4CCOCC4)cc3)ccc2c1	?	2%	-9%	4	7%	7%	3	-18	-1	19%
CCn1c(COc2cccc(OC)c2)nnc1SCC(=O)Nc1ccccc1C(=O)OC	?	0%	-9%	3	-8%	14%	4	1	-9	2%
COc1ccc2c(c1)[C@@H]1[C@H](CO2)[C@H](c2ccccc2)[C@]2(C)C(=O)NCC(=O)N12	-8%	-1%	-2%	4	6%	-3%	-5	7	-1	10%
CCN(CC)CCNC(=O)c1ccc(NC(=O)c2cccc(-n3cnnn3)c2)cc1	5%	1%	6%	-1	-1%	-4%	-7	11	-4	1%
CCN(CC)CCn1c2c(c(SCC(=O)Nc3ccc(F)c(F)c3)nc1=O)CCC2	-4%	-3%	3%	2	5%	-3%	16	-36	10	4%
Cc1cccc(-n2ncc3c2CCCC3NC(=O)c2ccc[n+]([O-])c2)c1C (stereo not drawn)	?	1%	-2%	0	6%	1%	-12	-11	6	-4%
CCN(CC)C(=O)c1ccc2nc(-c3ccccc3)c(-c3ccccc3)nc2c1	?	-4%	-5%[46.1 µM]	23	-10%	16%	1	12	-3	-4%
COc1ccc2oc(=N)c(C(=O)Nc3ccc(F)cc3)cc2c1	0%	5%	3%	-3	-2%	2%	-3	8	1	-7%
CC1CC(C)CN(C(=O)C(C)N(C)CC(=O)Nc2ccc(F)cc2)C1 (stereo not drawn)	-4%	3%	0%	29	15%	-3%	-2	-7	-4	6%
Cc1cccn2c(=O)nc(SCC(=O)NCc3ccco3)nc12	?	-1%	3%	3	-12%	-1%	-12	18	7	16%
O=C1CN(C(=O)COC(=O)CCS(=O)(=O)c2ccccc2Cl)c2ccccc2N1	1%	-8%	-4%	/	1%	/	-20	7	/	-5%
CCOC(NC(=O)c1ccccc1)C(NC(=O)c1ccccc1)OCC (stereo not drawn)	?	-2%	0%	1	-8%	-6%	4	-9	9	8%
COc1cccc(Nc2nc(N)c([N+](=O)[O-])c(NCc3ccco3)n2)c1	?	-1%	3%	5	5%	?	-3	3	-5	3%
CCCn1c(=O)c(C(=O)NCc2ccccc2Cl)c(O)c2ccccc21	?	3%	/	0	12%	-1%	-9	-2	-8	2%
CN(C)C(=C(C#N)C#N)N1CCN(c2ccc(Cl)cc2)CC1	7%	4%	11%	2	2%	3%	4	-1	-3	-6%
COc1ccc(CCN2C(=O)CCC2(C)C(=O)NC2CCCC2)cc1OC (stereo not drawn)	-10%	2%	-15%	1	7%	4%	-6	9	-1	-2%
O=C1CC(C(=O)N2CCc3ccccc32)CN1c1ccccc1 (stereo not drawn)	5%	-4%	-6%	4	-12%	-2%	-5	7	3	-4%
Cc1ccc(NC(=O)COC(=O)c2ccc(S(=O)(=O)N3CCCC3)cc2)cc1	10%	1%	-5%	1	12%	-6%	-4	5	11	-16%
O=C(c1ccco1)N1CCN(S(=O)(=O)c2cccc3nsnc23)CC1	-5%	3%	13%	-2	-19%	-2%	6	23	-7	1%
O=c1ccc2c(-c3ccccc3S(=O)(=O)O)c3ccc(O)c(O)c3oc-2c1O	35µM*	?	10%	0	?	-2%	-5	17	-20	-18%
COc1ccc(C(=O)NCC(=O)N/N=C/c2ccco2)cc1OC	21%	0%	5%	1	6%	-1%	-4	11	40	4%
Cc1noc(C)c1C(=O)N(C)Cc1ccccc1	30%	5%	-2%	3	9%	-1%	0	3	2	-2%
CCCN(CCC)CCNC(=O)CCC(=O)Nc1ccc2nc(N3CCOCC3)cc(C)c2c1	?	-5%	1%	3	-26%	4%	3	-174*	-7	12%
Cc1cccnc1NC(=O)CCNC(=O)c1ccc(Br)cc1	13%	0%	-1%	-1	0%	0%	14	11	-3	5%
CC(NC(=O)C(C)N1CCN(Cc2ccccc2)CC1)c1ccccc1 (stereo not drawn)	-3%	1%	6%	0	9%	18%	8	-1	3	3%
COc1ccc(C(=O)Nc2ccc(Cl)cc2C(=O)NCc2ccco2)cc1OC	16µM*	-6%	/	-4	-1%	1%	0	-9	-11	5%

Part of the list above, set out differently:
mol,ELG1 DNA repair,USP2a block,TCR activator,TRPV1 agonist,Eya2 phos inh,Mito fusion yeast,KCNH2 WT inh,KCNH2 3.1 inh,TSHR antag,AT treatment
O=C(c1ccco1)N1CCN(S(=O)(=O)c2cccc3nsnc23)CC1,-5%,3%,13%,-2,-19%,-2%,6,23,-7,1%
O=c1ccc2c(-c3ccccc3S(=O)(=O)O)c3ccc(O)c(O)c3oc-2c1O,35µM*,?,10%,0,?,-2%,-5,17,-20,-18%
COc1ccc(C(=O)NCC(=O)N/N=C/c2ccco2)cc1OC,21%,0%,5%,1,6%,-1%,-4,11,40,4%
Cc1noc(C)c1C(=O)N(C)Cc1ccccc1,30%,5%,-2%,3,9%,-1%,0,3,2,-2%

(listing goes on)
SMILES	ELG1 DNA repair	USP2a block	TCR activator	TRPV1 agonist	Eya2 phos inh	Mito fusion yeast	KCNH2 WT inh	KCNH2 3.1 inh	TSHR antag	AT treatment
O=C(CCN1CCOCC1)Nc1cc(C(=O)Nc2ccc(Cl)cc2)ccc1N1CC2CC(C1)c1cccc(=O)n1C2 (stereo not drawn)	?	0%	10%	1	-4%	-4%	-6	-5	-1	-7%
Cc1ccc(NC(=O)C2CC(=O)N(c3ccc4c(c3)OCCO4)C2)nc1 (stereo not drawn)	7%	4%	1%	-2	0%	0%	1	4	-2	-1%
CCO[C@@H]1OC(C(N)=O)=C[C@H](c2ccc(C(F)(F)F)cc2)[C@H]1CCCO	20%	0%	2%	0	-5%	-2%	2	14	-1	4%
CC1(C(=O)O)CC(C)(C(=O)O)CC(C)(C(=O)O)C1 (stereo not drawn)	9%	0%	-9%	-2	6%	-6%	7	-5	7	-6%
O=C(NC1=NN(c2ccccc2)CC1)Nc1ccccc1F	?	0%	1%	?	4%	-2%	-7	11	13	11%
Cc1ccc(-c2nn(CC(=O)NCC3CCCO3)c(=O)c3ccccc23)cc1 (stereo not drawn)	-1%	2%	-3%	3	-1%	4%	3	-13	2	-3%
O=C1CCc2cc(S(=O)(=O)N3CCC(C(=O)NC4CCCCCCC4)CC3)ccc2N1	1%	-2%	-4%	12	9%	-2%	-12	0	-3	11%
Cc1ccc(C(=O)COc2ccccc2-c2ccccc2)cc1C	9%	2%	0%[46.1 µM]	21	0%	6%	4	3	2	8%
O=C(Nc1cccc(C(=O)N2CCN(c3ccccc3)CC2)c1)c1ccco1	?	0%	3%	2	-6%	5%	-13	/	18	-15%
Cc1cccc(-n2cnc(C(=O)N3CCN(C)CC3)c2)n1	?	1%	-1%	-1	3%	4%	-11	-14	-1	0%
Cc1ccc(CNC(=O)CN(Cc2ccccc2)S(C)(=O)=O)cc1	-1%	-1%	-3%[46.1 µM]	-2	1%	-1%	-9	-1	-6	-6%

Screening data from PubChem.
